From PubChem
TDP43 rescue: qHTS of TDP-43 Inhibitors. TDP-43 expressing yeast growth rescue, BacTiter-Glo, 24 h. Potency, µM (series often up to 46.1 µM), for inactives: top-dose growth rescue (activation), most hits filed as activators. 410,000 compounds, 1.8% hits. AID 652104, 2013; note: % of control where 0% means no effect; nearly all actives have a fitted effect of over 50% in size
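In this qHTS, compounds that restore growth of yeast expressing TDP-43 appear as activators. Cells (OD600=0.02, galactose medium, raffinose-pregrown) are incubated with compound 24 hr at 30 deg C and growth is quantified by BacTiter-Glo.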
HEK293 tox: qHTS of GLP-1 Receptor Inverse Agonists: Cytotox Screen; HEK293 cAMP-luciferase reporter cells, luminescence, 24 h; AID 624418, 2012; Potency, µM (doses to about 38.3 µM), for the others: at the top dose activity change, negative = inhibition, most hits filed as inhibitors; 410,000 compounds, 0.13% hits;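 note: loss of luciferase light is scored as toxicity; % is set by controls: 0 for no effect and ±100 for the full control effect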
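1536-well qHTS counterscreen of the MLSMR; 200 cells/uL, 12 h pre-incubation, 23 nL cpd, 24 h at 37 deg C 5% CO2, luciferase detection reagent, 12 min RT, luminescence. Inhibition = undesired.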
HT1080-NT tox: qHTS for induction of synthetic lethality in tumor cells producing 2HG: qHTS for the HT-1080-NT fibrosarcoma cell line | 360,000 compounds, 1.6% hits | HT-1080-NT fibrosarcoma viability, CellTiter-Glo ATP luminescence, 48 h | Potency, µM (doses to about 46.1 µM), without a hit: at the highest dose activity, negative = less viability, usual class: cytotoxic;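 note: NT is the 2HG producing partner of a matched IDH1 knockdown line; 0% = DMSO-treated cells and -100% = media-only wells without cells; nearly all actives have a fitted effect of over 55% in size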
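Luminescent CellTiter-Glo readout after 48 hours of compound exposure at 37 degrees C defined viability of HT-1080-NT cells. Activity was normalized to DMSO wells and cell-free media wells; concentration-response curves were fitted and assigned curve classes.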
KB-3-1 tox: qHTS assay for MDR1-selective chemotherapeutics: Primary screen using the parental adenocarcinoma cell KB-3-1. KB-3-1 viability, CellTiter-Glo ATP luminescence, 72 h. Potency, µM (series often up to 46.1 µM), for the others: at the top dose activity change, negative = cytotoxic, hits mostly cytotoxic. 400,000 compounds, 1.4% hits; note: % is set by controls: 0 for no effect and ±100 for the full control effect; nearly all actives have a fitted effect of over 60% in size
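Multi-concentration cytotoxicity screen in KB-3-1 cells grown in DMEM lacking phenol red with 10% FBS. After 72 h at 37 °C with compound, ATP-dependent luminescence was recorded.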
HT1080 IDH1KD tx: qHTS for induction of synthetic lethality in tumor cells producing 2HG: qHTS for the HT-1080-IDH1KD cell line; 360,000 compounds, 2% hits; Potency, µM (highest dose often 46.1 µM), inactives show at the top dose activity, negative = toxicity, hits mostly cytotoxic; HT-1080 IDH1 knockdown viability, ATP luminescence, 48 h;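 note: 0% = DMSO wells and -100% = cell-free medium wells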
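Knockdown cells (IDH1KD HT-1080) received compounds 2 h after plating at 750 cells/well and were kept 48 h at 37 °C in 5% FBS RPMI. A CellTiter-Glo luminescence read gave % activity for curve fitting.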
GLP1R ag: qHTS of GLP-1 Receptor Agonists; Glucagon-like peptide 1 receptor (Homo sapiens), P43220; Potency, µM (highest dose often 45.6 µM), without a hit: top-dose activation, most hits filed as activators; AID 624172, 2012; 380,000 compounds, 0.007% hits; HEK293 GLP-1R CRE-luciferase, luminescence, 4-6 h; cells express a hypersensitive GLP-1R form; note: % of control where 0% means no effect
Target sequence (P43220 whole entry, looked up): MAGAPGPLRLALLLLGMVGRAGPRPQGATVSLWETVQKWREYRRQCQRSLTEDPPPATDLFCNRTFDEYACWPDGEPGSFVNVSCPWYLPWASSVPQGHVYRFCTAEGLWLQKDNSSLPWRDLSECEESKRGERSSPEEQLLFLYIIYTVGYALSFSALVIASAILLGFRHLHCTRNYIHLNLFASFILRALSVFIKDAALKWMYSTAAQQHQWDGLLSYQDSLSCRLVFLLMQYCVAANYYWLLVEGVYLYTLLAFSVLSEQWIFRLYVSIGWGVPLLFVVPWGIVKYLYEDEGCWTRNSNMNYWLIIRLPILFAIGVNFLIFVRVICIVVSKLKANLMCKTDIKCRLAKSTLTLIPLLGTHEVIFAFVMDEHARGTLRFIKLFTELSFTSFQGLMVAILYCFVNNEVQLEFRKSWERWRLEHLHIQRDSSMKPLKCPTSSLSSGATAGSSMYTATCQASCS
SW480 rerep: A quantitative high throughput screen for small molecules that induce DNA re-replication in SW480 colon adenocarcinoma cells | SW480 DNA re-replication, Hoechst DNA content imaging, 48 h | Potency, µM (highest dose often 46.1 µM), inactives show at the top dose re-replication activation, hits mostly activators | 340,000 compounds, 1.8% hits; note: % of control where 0% means no effect; nearly all actives have a fitted effect of over 55% in size
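First, 250 cells per well were seeded. Next, compound or vehicle (23 nL) was pinned in, plates sat 48 hr at 37 C. Finally Hoechst was added for 40 min before fluorescence scanning.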
KB-V1 cytotox: qHTS assay for MDR1-selective chemotherapeutics: Primary screen using the drug-selected MDR subline cells KB-V1 | KB-V1 MDR cells viability, CellTiter-Glo, 72 h | 400,000 compounds, 3.4% hits | Potency, µM (doses to about 46.1 µM), for the others: at the top dose activity change, negative = cytotoxicity, actives largely listed as cytotoxic; note: % is set by controls: 0 for no effect and ±100 for the full control effect; nearly all actives have a fitted effect of over 60% in size
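Following 72 h at 37 degrees C with compound, KB-V1 cell viability was read by CellTiter-Glo luminescence, medium being phenol-red-free DMEM plus 10% FBS; concentration-response parameters came from normalized, curve-fitted qHTS data.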
GLP-1R inv ag: qHTS of GLP-1 Receptor Inverse Agonists (Inhibition Mode); Glucagon-like peptide 1 receptor (Homo sapiens), P43220; Potency, µM (series often up to 38.3 µM), without a hit: at the highest dose activity change, negative = inhibition, most hits filed as inhibitors; 410,000 compounds, 1.6% hits; AID 624417, 2012; HEK293 GLP-1R CRE-luciferase, luminescence, 24 h; GLP-1R form is constitutively active; note: % is set by controls: 0 for no effect and ±100 for the full control effect; nearly all actives have a fitted effect of over 55% in size
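Readout was luciferase luminescence, measured 12 min after detection reagent at room temperature. Beforehand, GLP-1R reporter HEK293 cells had sat 12 h, then received compounds for 24 hr at 37 deg C.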
Starred values were filed as active, the others as inactive; ? = inconclusive; nt = not tested or not shown; [ ] = dose if it differs, or a comment. Calls come from the whole dose curve; as a rule, active = well fitted curve in the direction sought with a large enough effect; inconclusive = small, poorly fitted or top-dose-only effect, or another doubt; inactive = no such curve, though single readings can be large; an effect the other way counts as inactive or inconclusive. Potency is the fitted concentration of half-maximal effect.

No.	structure	KB-3-1 tox	GLP-1R inv ag	KB-V1 cytotox	HT1080 IDH1KD tx	HT1080-NT tox	HEK293 tox	TDP43 rescue	GLP1R ag	SW480 rerep
1	COc1ccc(C(CNC(=O)c2cccn2C)N2CCOCC2)cc1 (configuration not stated)	1%	21%	-5%	-4%	-2%	-11%	-1%	0%	-10%
2	Cc1ccc(CN2C(=O)CCC2C(=O)NCc2ccc(F)cc2)cc1 (configuration not stated)	-8%	10%	13%	13%	17%	-13%	-4%	3%	-4%[9.22 µM]
3	COc1ccc(N=C2SC(C(=O)Nc3ccc(OC)cc3)CC(=O)N2CCN2CCOCC2)cc1 (configuration not stated)	11%	-15%	5%	0%	0%	-6%	1%	13%	-3%
4	OC(c1ccccc1)(c1ccccc1)C1CCN(CCCOc2ccc(F)cc2)CC1	-10%	?	?	23µM*	21µM*	?	17%	-2%	nt
5	CC(=O)OC1c2c(ccc3ccc(=O)oc23)OC(C)(C)C1OC(=O)CC(C)C (configuration not stated)	3%	?	12µM*	-4%	-6%	-20%	-30%	2%	-7%
6	COc1ccc(COC(=O)N/N=C(\C)CC(=O)NCc2ccc(Cl)cc2)cc1	7%	2%	7%	0%	8%	6%	17%	7%	3%
7	CCOC(=O)c1ccc(N2C(=O)CC(N3CCOCC3)C2=O)cc1 (configuration not stated)	3%	1%	8%	5%	18%	-3%	?	-6%	-3%
8	NC(=O)CC(NC(=O)c1ccccc1)c1ccc(NCCCN2CCCC2=O)c([N+](=O)[O-])c1 (configuration not stated)	1%	14%	0%	2%	23%	-27%	-3%	0%	-8%
9	COc1ccccc1OCC(=O)NNC(=O)Nc1ccc(Cl)cc1	18µM*	?	10µM*	5.8µM*	18µM*	-17%	2%	-5%	18µM*
10	O=c1c2ccccc2ncn1-c1ccc(Cl)cc1[N+](=O)[O-]	-2%	?	10%	2%	6%	-5%	14%	4%	-3%
11	CC12CN(C(=O)c3ccccc3)C3(C#N)CC1CCC23C (configuration not stated)	12%	-19%	16%	14%	14%	-8%	21%	-12%	-1%
12	COc1ccccc1C(=O)Nc1nnc2n1CCS2	3%	-3%	?	nt	nt	-11%	21%	-3%	nt
13	CCc1nc2sc3c(c2c(=O)n1N)CC(C)(C)OC3	18%	18%	-16%	1%	3%	7%	19%	-5%	-9%
14	C=CCn1c(=O)c2ccccc2n2c(SCC(=O)O)nnc12	5%	8%	0%	-3%	10%	-3%	-2%	-7%	6%
15	Cc1ccc(C(=O)N(C)Cc2nc3ccccc3c(=O)[nH]2)cc1NC(=O)c1ccco1	-5%	12%	15%	-3%	-7%	0%	-6%	5%	-4%
16	COc1ccc(C(O)(C(C)C)C(CN2CCOCC2)c2ccc(Cl)cc2)cc1 (configuration not stated)	-19%	?	-14%	7%	-20%	?	-1%	-5%	20%
17	Cc1cc(C)cc(N2C(=O)CSC23C(=O)N(CC(=O)Nc2ccc(F)cc2F)c2ccccc23)c1 (configuration not stated)	18%	22%	-2%	nt	nt	-14%	26%	12%	nt
18	COc1ccc(C(=O)C2CCCN(Cc3ccc4c(c3)OCCO4)C2)cc1F (configuration not stated)	6%	?	-6%	-6%	-11%	-5%	-4%	12%	-7%
19	O=C(NNc1c(Cl)cccc1Cl)c1cccs1	-7%	?	18%	-15%	-10%	-9%	18%	6%	-14%
20	O=C(CN1CCN(c2ccccc2O)CC1)NNC(=O)c1ccc(Cl)cc1	8%	6%	18%	15%	16%	-3%	-11%	0%	-1%
21	O=C(Nc1cccc(F)c1)Nc1ccc(Cl)cn1	0%	12%	-8%	13%	0%	4%	12%	1%	?
22	COc1cc(-c2coc3c(C(=O)NC4CCCCC4)cccc23)ccc1O	-11%	?	-11%	21µM*	16µM*	-9%	35µM*	14%	nt
23	Cc1ccccc1C(=O)N1CCC2CC1c1cc(-c3ccc(F)cc3)ccc12 (configuration not stated)	0%	?	0%	-25%	-19%	16%	?	7%	-11%
24	CN1C(=O)/C(=C/c2ccc(-c3ccccc3[N+](=O)[O-])o2)SC1=Nc1ccc(Cl)c(C(=O)O)c1	-1%	-18%	13%	7%	-3%	?	19%	-1%	-1%
25	Cc1[nH]c(=S)[nH]c(=O)c1CCC1OCCO1	-1%	9%	-2%	-1%	1%	11%	1%	4%	-1%
26	CCc1ccc(-c2cc(C)no2)cc1S(=O)(=O)NCCc1ccccc1	?	?	?	?	-5%	0%	13µM*	?	?
27	N#Cc1cc([N+](=O)[O-])ccc1Oc1cccc(/C=N/NC(=O)c2ccc(Cl)cc2)c1	?	21%	-7%	-22%	-4%	-7%	0%	-6%	-2%
28	O=C(COc1ccccc1)N=C1SC2CS(=O)(=O)CC2N1c1ccccc1 (configuration not stated)	-6%	-1%	15%	5%	8%	-9%	0%	-1%	-5%
29	Cc1cc(C(=O)Nn2c(C3CCCCC3)nc3ccccc3c2=O)ccc1[N+](=O)[O-]	-21%	?	-23%	-2%	-4%	-22%	8%	-3%	-3%
30	O=[N+]([O-])c1cc(/C=N/N2CCCCC2)ccc1Cl	2%	?	29%	8%	19%	0%	-18%[1.82 µM]	20%	5%
31	C#CC(C)(C)NC(=O)c1ccccc1OC	0%	-5%	4%	4%	7%	3%	-10%	-4%	1%
32	CCOC(=O)c1c(C)nc(C)c(C(=O)OCC)c1-c1ccc(OC)cc1	10%	-1%	6%	3%	15%	2%	-6%	1%	-1%
33	O=C(COC(=O)Cn1cnc2ccccc21)Nc1cc(S(=O)(=O)N2CCOCC2)ccc1Cl	5%	0%	26%	13%	0%	2%	-3%	6%	-12%
34	O=C(Nc1cccc([N+](=O)[O-])c1)C12CC3CC(C1)CC(n1cnc([N+](=O)[O-])n1)(C3)C2	-8%	-37%	-45%	-1%	0%	-12%	7%	-8%	0%
35	O=C(O)/C=C/c1cn(-c2ccccc2)nc1-c1ccc2c(c1)OCCO2	10%	43%[activator]	-8%	-10%	-6%	1%	1%	1%	0%
36	O=S1(=O)N=CN(Cc2cccc(F)c2)c2ccccc21	0%	7%	-4%	6%	-4%	-5%	-11%	-6%	-7%
37	Cc1ccc(Nc2ccc(N)cc2S(=O)(=O)O)cc1	-1%	-1%	0%	2%	-1%	1%	-15%	-8%	-4%
38	Nc1ccc(S(=O)(=O)Nc2nccc(/C=C/c3cccc(Br)c3)n2)cc1	?	5%	?	?	-27%	-8%	-2%	9%	12%
39	CN(C)C(=O)c1cc(C(=O)Cc2ccccc2)c[nH]1	0%	12%	-10%	-2%	0%	12%	0%	4%	-7%
40	Cc1cc(-c2nnc(CSc3nnc(NC(=O)c4ccc(C(C)(C)C)cc4)s3)o2)ccc1[N+](=O)[O-]	-17%	42%	7%	9%	10%	9%	7%	11%	-14%
41	COc1cccc(/C=N/NC(=O)Cn2ccnc2C)c1	24%	0%	22%	0%	9%	-7%	-7%	1%	-4%
42	CCn1c(SCC(=O)Nc2ccc3c(c2)c2ccccc2n3CC)nnc1-c1ccco1	-5%	?	-14%	0%	?	-6%	20%	10%	5%
43	O=C(NCc1ccco1)c1ccc2sc([C@H]3C[C@H](O)[C@@H](CO)O3)nc2c1	0%	1%	6%	0%	18%	-11%	18%	4%	nt
44	O=C(CCC(=O)OCc1ccc(Br)cc1)Nc1ccccc1	-5%	0%	8%	7%	2%	1%	7.1µM*	2%	-4%
45	Cc1ccc(C2CC(c3cccc(Cl)c3)n3nc(N)nc3N2)cc1 (configuration not stated)	-11%	?	-3%	9%	15%	27%	26%	14%	8%
46	CCOc1ccc(-c2nc(CSCC(=O)N3CCN(C(=O)c4ccco4)CC3)c(C)o2)cc1	-3%	27%	-5%	-1%	0%	-4%	?	-1%	-3%
47	CC(=O)NC1C(Oc2ccccc2C)OC2COC(c3ccco3)OC2C1O (configuration not stated)	7%	11%	12%	3%	15%	4%	-16%	-1%	1%
48	COC(=O)/C(C#N)=C1/C=Cc2ccccc2N1C	?	0%	0%	12%	13%	-34%	16%	2%	-10%
49	CCCCN(C)C(=O)CC(NS(=O)(=O)c1ccc(NC(C)=O)cc1)C(C)C (configuration not stated)	18%	12%	?	9%	6%	6%	14%	-5%	-2%
50	CCOc1ccccc1NC(=O)c1ccccc1NS(C)(=O)=O	-16%	-3%	0%	11%	0%	5%	-2%	-7%	-9%
51	COc1ccc(Cl)cc1NC(=O)COC(=O)Cc1cccs1	-2%	10%	6%	6%	0%	4%	10µM*	-7%	-15%
52	O=C(CCNS(=O)(=O)c1ccccc1Cl)OCc1nnc(-c2ccccc2Cl)o1	-2%	2%	0%	6%	0%	-12%	27%	-2%	1%
53	Cn1c(CNC(=O)CNC(=O)c2ccccc2F)cc(=O)n(C)c1=O	-7%	10%	?	-7%	-1%	-11%	-17%	-2%	6%

Arranged by formula weight (high to low): part of the list above
No.	structure	KB-3-1 tox	GLP-1R inv ag	KB-V1 cytotox	HT1080 IDH1KD tx	HT1080-NT tox	HEK293 tox	TDP43 rescue	GLP1R ag	SW480 rerep
46	CCOc1ccc(-c2nc(CSCC(=O)N3CCN(C(=O)c4ccco4)CC3)c(C)o2)cc1	-3%	27%	-5%	-1%	0%	-4%	?	-1%	-3%
5	CC(=O)OC1c2c(ccc3ccc(=O)oc23)OC(C)(C)C1OC(=O)CC(C)C (configuration not stated)	3%	?	12µM*	-4%	-6%	-20%	-30%	2%	-7%
23	Cc1ccccc1C(=O)N1CCC2CC1c1cc(-c3ccc(F)cc3)ccc12 (configuration not stated)	0%	?	0%	-25%	-19%	16%	?	7%	-11%

Not a hit list. Share with any hit: about 9.4%.
